ERb SRC1 inh: blocks coactivator binding to human estrogen receptor beta | inhibition, % at 25.6 µM | 86,000 compounds, 1.3% hits | Q92731 | TR-FRET ER-beta LBD / SRC1-Cy5 peptide binding; receptor agonist-loaded with 1 µM estradiol;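 active means compounds whose percent inhibition of the receptor-coactivator binding signal exceeds about 50% in the single-dose screen, limit read from the data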;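 further: 0% = receptor plus peptide wells without compound and 100% = peptide-only wells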
Target sequence (Q92731 whole entry, looked up, the tested form may be a part): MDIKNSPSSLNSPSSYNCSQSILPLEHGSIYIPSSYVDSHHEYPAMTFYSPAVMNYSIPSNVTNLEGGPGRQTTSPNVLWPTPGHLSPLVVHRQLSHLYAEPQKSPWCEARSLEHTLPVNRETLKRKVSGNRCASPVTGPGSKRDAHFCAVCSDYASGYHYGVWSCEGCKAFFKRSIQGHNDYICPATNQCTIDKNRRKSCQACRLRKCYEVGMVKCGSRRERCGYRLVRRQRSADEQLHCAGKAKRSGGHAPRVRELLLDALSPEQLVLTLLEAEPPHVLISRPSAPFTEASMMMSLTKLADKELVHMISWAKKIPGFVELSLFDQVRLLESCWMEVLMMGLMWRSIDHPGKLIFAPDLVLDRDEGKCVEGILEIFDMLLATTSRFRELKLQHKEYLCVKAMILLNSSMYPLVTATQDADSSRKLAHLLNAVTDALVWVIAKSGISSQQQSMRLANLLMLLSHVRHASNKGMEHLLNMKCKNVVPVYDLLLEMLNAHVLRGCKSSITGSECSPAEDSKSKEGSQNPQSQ
CD11b adhes inh: CD11b/CD18-fibrinogen binding inhibition | P05107+P11215 | K562 CD11b/CD18 adhesion to fibrinogen, ATPlite luminescence; Mn2+ added to activate the integrin | inhibition, % at 10 µM | 93,000 compounds, 0.54% hits;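 active means primary inhibition of 50% or more at 10 µM, then 40% or more on retest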; further: some results filed as inactive read as strong as hits
ERa coact pot: enhances coactivator binding to human estrogen receptor alpha. 86,000 compounds, 1.3% hits. coactivator binding (% of control), % at 25.6 µM. TR-FRET ERalpha-LBD/SRC-Cy5 coactivator binding, 2 h; 100 = basal binding, no effect. P03372; in the data active means activity above about 200%;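 further: binding measured in presence of low estradiol as agonist stimulus; 0% = peptide alone without receptor and 100% = receptor with peptide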
Target sequence (P03372 whole entry, looked up, the tested form may be a part): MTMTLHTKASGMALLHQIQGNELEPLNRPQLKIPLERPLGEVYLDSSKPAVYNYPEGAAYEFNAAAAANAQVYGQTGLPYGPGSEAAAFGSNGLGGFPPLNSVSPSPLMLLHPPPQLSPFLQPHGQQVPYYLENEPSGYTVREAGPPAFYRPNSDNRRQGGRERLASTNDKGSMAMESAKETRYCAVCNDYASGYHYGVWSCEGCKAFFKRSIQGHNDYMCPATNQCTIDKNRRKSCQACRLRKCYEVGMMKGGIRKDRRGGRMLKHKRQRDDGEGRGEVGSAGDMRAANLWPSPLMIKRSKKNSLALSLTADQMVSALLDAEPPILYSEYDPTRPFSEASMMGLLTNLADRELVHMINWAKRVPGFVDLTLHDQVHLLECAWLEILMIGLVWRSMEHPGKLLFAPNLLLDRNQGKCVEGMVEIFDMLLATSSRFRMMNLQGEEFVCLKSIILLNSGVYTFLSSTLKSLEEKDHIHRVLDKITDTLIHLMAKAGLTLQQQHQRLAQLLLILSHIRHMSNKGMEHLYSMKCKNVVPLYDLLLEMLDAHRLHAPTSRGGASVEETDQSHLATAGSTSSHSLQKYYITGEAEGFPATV
Smad3 FoxH1 inh: Smad3 (human) transcription factor binding inhibition; P84022; 88,000 compounds, 0.29% hits; TR-FRET Smad3/Dy647-FoxH1 peptide binding, europium anti-His; inhibition, % at 25 µM;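 active means compounds that reduce the energy-transfer binding signal between the protein and its labelled peptide by more than half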;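 further: 0% = Smad3 plus labelled peptide maximal FRET and 100% = peptide-only background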
CD11b adhes enh: CD11b/CD18-fibrinogen binding enhancement; K562 CD11b/CD18 adhesion to fibrinogen, ATPlite luminescence; activation, % at 10 µM; 93,000 compounds, 0.07% hits; AID 1499;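 active means 10 µM primary screen giving 50% or more activity, confirmed by 40% or more on retest at that dose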; further: strong numbers were not always called active; reference of the scale not given here
sEH inhibitor: soluble epoxide hydrolase (human) inhibition; 91,000 compounds, 0.34% hits; inhibition, % at 2 µM; AID 707; recombinant human sEH enzymatic activity assay; in the data active means inhibition above about 80%; further: values of inactives mirror those of a sister screen read the other way; many of its hits are not listed in these tables
MT1-MMP txn act: MT1-MMP promoter transcription activation; HT1080 MT1-MMP promoter luciferase reporter, luminescence, overnight; stronger effect = higher value; activation factor at 10 µM; 86,000 compounds, 0.16% hits; AID 750;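 active means activation factor of at least 2 for MT1-MMP transcription at 10 µM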
Calb biofilm kill: kills Candida albicans biofilms; C. albicans biofilm + clotrimazole, Alamar Blue; 85,000 compounds, 0.14% hits; inhibition, % at 6 µM; AID 834;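 active means inhibition above 20%; inactive means inhibition below 20%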;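 further: preformed 24 hr biofilms exposed to compound for 48 hr; 0% = biofilm without compound and 100% = blank killed by clotrimazole plus chlorhexidine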
sEH act: increases human soluble epoxide hydrolase activity; P34913; purified human sEH enzymatic activity, activator screen; activation, % at 2 µM; 91,000 compounds, 0.04% hits; AID 717; in the data active means activation above about 37%; further: values of inactives mirror those of a sister screen read the other way
Starred values were filed as active, the others as inactive; / = not tested or not shown; [ ] = another dose, or the depositor's remark. Some of the compounds tested; count on the stated rates, not on these rows.

SMILES	ERb SRC1 inh	CD11b adhes inh	ERa coact pot	Smad3 FoxH1 inh	CD11b adhes enh	sEH inhibitor	MT1-MMP txn act	Calb biofilm kill	sEH act
Cc1nn(Cc2ccc(C(=O)N3c4ccc(F)cc4CCC3C)o2)c(C)c1Br (stereo unspecified)	13.8	6.0	81.1	-1.7	3.0	9.4	1.2	10.8	-8.9
CCOC(=O)N1CCN(C2=CC(=O)OC23CCCCC3)CC1	-18.2	0.4	192.8	-1.2	-2.0	2.0	1.1	5.6	-1.8
CC(=O)N1CCN(S(=O)(=O)c2cccc(C(=O)Nc3nc4ccccc4[nH]3)c2)CC1	13.2	/	89.3	3.2	/	34.4	1.3	3.5	-34.0
CCC(CC)C(=O)Nc1cccc(C(=O)N2CCCC2)c1	-2.9[fluorescence artefact?]	9.3	100.8	4.6	1.7	-0.8	1.1	6.7	3.4
CCOC(=O)N1CCN(S(=O)(=O)/C=C/c2ccccc2)CC1	-2.4	-12.4	107.5	-6.4	-0.7	8.9	1.3	6.9	-8.4
COC(=O)c1cc2c(ccn2-c2ccc(F)cc2)n1CC(C)C	-10.4	/	94.9	-0.9	/	0.3	1.1	1.3	1.5
Cc1ccc2nc3c(cc2c1)c(NS(=O)(=O)c1ccccc1)nn3CC(C)C	/	-7.2	/	/	-1.9	-2.8	/	/	-0.2
CCc1cc(=O)oc2cc(C)c3c(C)coc3c12	22.0	-13.9	105.0[fluorescence artefact?]	2.2	91.3	0.8	1	4.3	-0.6
CCC1C(C#N)=C(SC)NC2=C1C(=O)CC(C)(C)C2 (stereo unspecified)	3.0	1.9	99.5	-4.9	-2.3	-5.3	1.2	7.7	4.9
O=C(OCC(=O)N1CCc2ccccc21)c1ccc(Cl)nc1	3.0	-12.4	78.0	-5.2	-0.6	15.3	1.3	1.6	-16.6
O=C(NCCc1ccccc1)c1ccc(=O)oc1	0.7	-20.0	120.1	-5.0	0.9	3.1	1	8.8	-1.5
CS(=O)(=O)N(CC(=O)NC1CCCC1)c1ccc2c(c1)OCCO2	2.6[fluorescence artefact?]	3.0	99.1[fluorescence artefact?]	9.1[fluorescence artefact?]	-1.7	-2.1	1.1	7.8	2.2
CCCC(=O)Nc1nc2nc(-c3ccccc3)cc(=O)n2[nH]1	-9.0	6.3	81.0	-8.4	3.1	4.2	1.1	8.0	-4.3
COc1ccc(CNC(=O)C(c2ccco2)N(Cc2ccccc2)C(=O)Cc2cccs2)cc1 (stereo unspecified)	10.0[fluorescence artefact?]	/	135.3	-8.9	/	1.8	/	1.8	-2.5
Cc1ccc(CS(=O)(=O)CCC(=O)NCCCN2CCCC2)cc1	-4.4	/	127.0[fluorescence artefact?]	15.8[fluorescence artefact?]	/	-9.1	1.3	10.1	8.7

3 entries already listed, sorted by length of the SMILES, largest number first.
SMILES	ERb SRC1 inh	CD11b adhes inh	ERa coact pot	Smad3 FoxH1 inh	CD11b adhes enh	sEH inhibitor	MT1-MMP txn act	Calb biofilm kill	sEH act
CCOC(=O)N1CCN(S(=O)(=O)/C=C/c2ccccc2)CC1	-2.4	-12.4	107.5	-6.4	-0.7	8.9	1.3	6.9	-8.4
CCC(CC)C(=O)Nc1cccc(C(=O)N2CCCC2)c1	-2.9[fluorescence artefact?]	9.3	100.8	4.6	1.7	-0.8	1.1	6.7	3.4
CCc1cc(=O)oc2cc(C)c3c(C)coc3c12	22.0	-13.9	105.0[fluorescence artefact?]	2.2	91.3	0.8	1	4.3	-0.6

Next records
SMILES	ERb SRC1 inh	CD11b adhes inh	ERa coact pot	Smad3 FoxH1 inh	CD11b adhes enh	sEH inhibitor	MT1-MMP txn act	Calb biofilm kill	sEH act
CCSc1nnc(-c2ccccc2NC(C)=O)c(=O)[nH]1	-0.8	/	113.5[fluorescence artefact?]	-6.8	/	-7.3	1.2	-2.3	9.3
C#CCOC(=O)CCCC(=O)Nc1ccccc1OC	2.7[fluorescence artefact?]	-4.7	121.1	8.1	-2.5	/	1	9.7	/
CC(Sc1ccc2c(c1)OCCO2)C(=O)Nc1ncc(Cl)cc1Cl (stereo unspecified)	-11.4	/	75.3	18.1[fluorescence artefact?]	/	1.3	1.1	5.2	0.6
O=C(Nc1ccccc1)c1cc(N2CCOCC2)nc2ccccc12	2.8[fluorescence artefact?]	-7.2	103.0	-17.3	-1.1	0.9	1.3	-0.3	-1.1
COc1ccc(NC(=O)NC2CCN(C(C)C)CC2)c(OC)c1	-15.5	-1.6	141.3	-1.0	-1.7	-2.9	/	9.7	4.4
CCOC(=O)C1=C(O)C(Nc2nccs2)(C(F)(F)F)N=C1C (stereo unspecified)	2.8	/	93.5	-8.1	/	-11.7	1.1	3.0	10.0
CCc1ncc(C(O)c2cccc(OC)c2OC)n1C (stereo unspecified)	3.8	-30.2	76.8[fluorescence artefact?]	-2.2	-2.4	3.5	1.1	6.1	-0.6
Nc1nc(SCc2ccc(Cl)cc2)ns1	-5.8	7.9	84.2	2.0	-4.7	-7.0	1.4	3.1	7.3
O=C(Nc1ccc2c(c1)nc1n2CCOC1)C1CCCCC1	-4.8	-18.6	98.1	-6.4	-4.9	/	1.2	-2.8	/
COCCn1c(SCC(=O)NCCc2ccccc2)nnc1-c1ccco1	-2.7	13.9	115.5	5.5	-3.3	-5.5	1.1	6.4	5.0
O=C(CN1CCN(Cc2cccc(Cl)c2)C1=O)NCc1ccccn1	5.2	-3.5	103.6	-4.3	-5.2	7.2	/	8.9	-8.7
O=C1C2C(C(=O)N1/N=C/c1cc(Br)cc([N+](=O)[O-])c1O)C1C=CC2C12CC2 (stereo unspecified)	/	66.3*	/	/	-5.1	1.2	/	/	-1.1
O=c1[nH][nH]c(C(F)(F)F)c1C=NCc1cccc(Cl)c1	-8.3	-1.0	103.5[fluorescence artefact?]	10.9	-5.5	-10.2	1.3	3.2	13.3
COc1ccc(/C=N/n2cc(-c3ccc(OC)cc3)nc2N)cc1	23.0[fluorescence artefact?]	/	36.6[fluorescence artefact?]	2.1	/	0.1	1.3	0.1	1.3
Cc1nn(Cc2ccc(Cl)cc2)c(C)c1NC(=O)c1noc2c1CCc1ccccc1-2	1.4[fluorescence artefact?]	54.4	79.7[fluorescence artefact?]	-16.6	1.7	0.9	/	2.8	2.6
O=C(Cn1c(C(=O)NCC2CCCO2)cc2sccc21)c1ccccc1 (stereo unspecified)	-4.8	-13.1	104.6	6.9	-0.9	8.1	1.1	2.3	-12.0
Cc1ccc(NC(=O)Cn2nnc(C(=O)NCc3cccs3)c2N)cc1	13.5[fluorescence artefact?]	/	104.7[fluorescence artefact?]	-5.1	/	9.4	1	6.3	-9.2
CCOc1cc(/C=C(/C#N)c2nc3ccccc3[nH]2)ccc1OCc1ccc(C(=O)O)o1	/	9.5	/	/	2.9	-1.1	/	/	1.9
Cc1ccc(-n2nc3ccc(N)cc3n2)cc1	16.0[fluorescence artefact?]	29.2	101.8[fluorescence artefact?]	22.9	7.3	/	/	1.5	/
Cc1occc1C(=O)NC(C)c1ccc2c(c1)OCO2 (stereo unspecified)	-7.2	-52.5	114.8	-5.0	-0.5	7.5	1	3.1	-12.4
O=C(NC1CCCCC1)c1ccc(Cn2cc(Cl)cn2)cc1	-18.0	-3.0	105.5	-15.7	1.7	13.3	1.1	1.8	-14.8
CCOc1cc(-c2c(C)c(CC)nc(N)c2C#N)ccc1O	0.9	-5.5	85.2	13.0	-2.3	/	1.1	10.7	/
COc1ccc2[nH]cc(C(=O)CN3CCC(C)CC3)c2c1	0.2	6.4	128.7[fluorescence artefact?]	-4.9	-0.6	/	1.5	6.0	/
COc1cccc(C(=O)N2CCCC(c3nc(-c4cccs4)no3)C2)c1 (stereo unspecified)	3.1	-14.6	96.7	-1.6	0.9	4.4	1.2	1.1	-5.1
CN(C(=O)c1ccccc1)c1ccc(OCC(=O)NC2CCS(=O)(=O)C2)cc1 (stereo unspecified)	-1.9[fluorescence artefact?]	11.1	103.0	11.2	-0.5	3.1	1.2	11.5	-4.7
CN(C)c1nc(NS(=O)(=O)c2ccc(Cl)cc2)nc(N(C)C)n1	-1.5	-3.3	97.9[fluorescence artefact?]	3.1	-2.8	-2.2	1.1	4.3	5.7
CC1CCN(C(=O)c2ccc3c(c2)OCCO3)CC1	-1.8	20.2	110.3	-1.2	-4.9	2.1	1.2	7.4	-2.6
Cc1cc(OCC(=O)Nc2ccncc2)ccc1Br	-3.5	76.6*	109.1	-13.1	-9.7	15.4	1	6.0	-14.0
Cc1ccc(NC(=O)N(C2=NCC(C)S2)c2ccccc2)cc1 (stereo unspecified)	-11.2	/	144.1	-2.1	/	-6.0	1.2	6.1	8.7
Cc1cc(C(=O)OCCO)c(C#N)c(N)n1	-0.8	-14.0	99.8	-1.4	7.5	-0.4	1.1	9.8	4.3
CCN(CC)C(=O)C1CCCN(Cc2ccc(F)c(F)c2)C1 (stereo unspecified)	-4.3	1.8	102.4[fluorescence artefact?]	-3.8	-2.5	/	1.2	4.1	/
O=C(CCc1nc(-c2ccccc2F)no1)NC1CCCCCC1	-3.3	4.6	75.5	-7.1	-0.1	20.0	1.2	-3.4	-18.9
Clc1ccc2nc(CN3CCCCC3)cn2c1	3.9[fluorescence artefact?]	-1.1	108.7	5.0	-2.8	11.2	1.1	4.4	-7.6
CCn1c(SCC(=O)Nc2ccc3c(c2)OCCO3)nc2c(c1=O)SC(C)C2 (stereo unspecified)	6.2	/	114.7	-7.9	/	-16.1	1.2	2.1	17.9
CC1CCCCC1NS(=O)(=O)c1ccc(-n2cnnn2)cc1 (stereo unspecified)	-18.2	2.1	107.5	2.1	-1.6	7.2	1.2	7.2	-8.4
O=C(NCCCn1ccnc1)Nc1cccc(Cl)c1	-4.3	-36.0	118.8[fluorescence artefact?]	-7.1	-1.7	11.4	1	5.5	-10.3
Cc1ccc(NC(=S)NCC2CCCO2)cc1C (stereo unspecified)	-0.1	/	98.6	-8.8	/	-8.1	1.2	8.4	11.7
Cc1cc(C)n2nc(S(=O)(=O)NC3CCCCC3)nc2n1	/	-4.9	/	/	0.8	1.8	1.1	/	-2.0
COc1ccc(OCc2nnnn2-c2ccccc2)cc1	/	-1.8	/	/	-2.8	-9.3	/	/	12.3
COC(=O)c1ccc(CSc2nncn2C)cc1	-8.9	-14.2	105.7	-1.1	-1.5	/	1.3	9.1	/
[N-]=[N+]=CC(=O)C(Cc1ccccc1)N1C(=O)c2ccccc2C1=O (stereo unspecified)	-8.1[fluorescence artefact?]	1.5	114.0	-1.8	4.3	-17.2	1.1	0.8	16.3
Cc1c(C(=O)N2CC(C)OC(C)C2)sc2nc(-c3ccccc3)cn12 (stereo unspecified)	-4.2[fluorescence artefact?]	-10.2	173.7	4.4	1.3	0.1	1.1	1.2	0.3
CCOc1ccc(N2CCCCn3c2nc2c3c(=O)[nH]c(=O)n2C)cc1	-20.3[fluorescence artefact?]	-19.2	105.0	-13.3	-1.3	/	1	1.3	/
Cn1cccc1-c1nc2ccc(NC(=O)c3ccc([N+](=O)[O-])cc3)cc2[nH]1	11.3	-52.7	98.2	13.8	2.9	5.6	1.2	-0.5	-3.6
C=CCn1c(SCc2nc3ccccc3nc2C)nnc1-c1ccoc1C	7.1	-19.8	117.2	10.1	1.2	1.6	1	8.0	-3.4
CC(C)CCN1CC(C(=O)NCCC2=CCCCC2)CC1=O (stereo unspecified)	-2.5	3.2	118.3[fluorescence artefact?]	12.6	-5.5	29.7	1.5	7.7	-29.2
Cn1c(=O)[nH]c(=O)c2c1nc(Br)n2CCCSc1nc2ccccc2o1	2.3	16.2	84.0	2.1	-0.2	-6.1	1.1	2.8	7.7
Cc1cccc2c1N(CCCOc1ccc(C(C)(C)C)cc1)C(=O)C2=O	1.1[fluorescence artefact?]	32.4	90.2[fluorescence artefact?]	1.6	-15.5	/	/	6.2	/
Cc1nn(CC#N)c(=O)n1-c1cccc(F)c1	5.3[fluorescence artefact?]	14.1	116.7	12.0	-5.7	-8.9	0.9	4.4	8.8

Source: PubChem (several laboratories)
